All columns: NCI-60 one-dose screen, growth in % after 48 h at 10 µM unless noted; 100 = growth as untreated, 0 = no growth, -100 = all killed.
OVCAR-5 = OVCAR-5 ovarian cancer | 82,000 tested, 2.9% active
ACHN = ACHN renal cancer; 81,000 tested, 4.9% active; AID 1794771
OVCAR-8 = OVCAR-8 ovarian cancer; 81,000 tested, 4.4% active; AID 1794782
RXF 393 = RXF 393 renal cancer cells | 77,000 tested, 6.9% active
CAKI-1 = CAKI-1 renal cancer | 75,000 tested, 4.7% active
OVCAR-3 = OVCAR-3 ovarian cancer; 79,000 tested, 7% active; AID 1794787
A498 = A498 renal cancer cells | 76,000 tested, 5.4% active | AID 1794774
OVCAR-4 = OVCAR-4 ovarian cancer cells; 80,000 tested, 3.7% active; AID 1794784
An asterisk follows results filed as active; · = no result given; & = joins results of further samples. Rule for the calls: active = growth percent below 10; inactive = the rest.

(1) Cc1ccccc1N1CCN(CCC(=O)O)CC1
(2) Cc1cc(C)c(N=Nc2no[n+]([O-])c2C#N)c(C)c1
(3) CCOC(=O)C1CC(C(=O)OCC)C(=Nc2ccccc2)C1=O (stereo not drawn)
(4) O=C1CC(c2ccco2)Cc2oc3cc(O)c(O)cc3c21 (stereo not drawn)
(5) Cc1ccc2cnc(N)c(C#Cc3cncc(C(=O)NCCN4CCCCC4)c3)c2c1
(6) CS(=O)c1nccc(-c2c(-c3ccc(F)c(OCCc4ccccc4)c3)nc3sccn23)n1 (stereo not drawn)

assay / entry	1	2	3	4	5	6
OVCAR-5	103	109	111	106	99	111
ACHN	111	104	102	78	72	73
OVCAR-8	102	90	104	86	94	93
RXF 393	112	88	107	99	78	98
CAKI-1	99	89	91	108	58	85
OVCAR-3	122	95	106	70	94	·
A498	106	97	·	107	93	93
OVCAR-4	114	80	104	81	80	102

(7) C/C(=C\C(=O)c1cccc([N+](=O)[O-])c1)c1cccc([N+](=O)[O-])c1
(8) COc1ccc(Cn2cc(C(=O)N=Nc3c(O)[nH]c4c(Cl)cccc34)nn2)cc1
(9) Cc1ccnc(NS(=O)(=O)c2ccc(NC(=O)c3ccc(C(=O)Nc4ccc(S(=O)(=O)Nc5nccc(C)n5)cc4)cc3)cc2)n1
(10) NC(=O)c1n[nH]n2c1nc(=O)c1sc3c(c12)CCCC3
(11) O=C(Nc1ccc(Br)cc1)C1(C(=O)Nc2ccc(Oc3ncnc4scc(Nc5n[nH]c(=S)s5)c34)cc2)CC1
(12) CCSc1nc2ncnc(N(C)C)c2c(=O)[nH]1

assay / entry	7	8	9	10	11	12
OVCAR-5	97	123	114	95	105	105
ACHN	95	111	113	109	96	96
OVCAR-8	98	97	103	106	100	105
RXF 393	102	109	106	114	113	119
CAKI-1	90	94	99	·	82	92
OVCAR-3	108	113	102	103	106	103
A498	79	94	96	93	119	110
OVCAR-4	91	104	108	97	111	104

(13) COc1ccc2oc3c(C)c4c(c(C)c3c2c1)C(=O)N(O)C4=O
(14) Nc1nc(SCc2ccc(Cl)cc2Cl)c2ncn(C3OC(CO)C(O)C3O)c2n1 (stereo not drawn)
(15) Clc1ccc2noc(-c3ccccc3)c2c1
(16) O=[N+]([O-])c1ccc(Nc2ccncc2)cc1
(17) COc1ccc(-c2c(C)nn3c(N)c(C#N)cnc23)cc1OC
(18) Cc1cc(CSc2ccccc2C(=O)N2CCN(Cc3nc4ccccc4s3)CC2)no1

assay / entry	13	14	15	16	17	18
OVCAR-5	84	103	96	106	95	91
ACHN	100	100	101	99	82	84
OVCAR-8	109	97	95	109	89	96
RXF 393	101	106	113	106	67	113
CAKI-1	92	102	109	86	79	83
OVCAR-3	95	125	107	111	73	99
A498	112	103	85	97	74	94
OVCAR-4	99	103	123	101	76	82

In the list so far, 2 contain a furan ring, fused or not.
(4) O=C1CC(c2ccco2)Cc2oc3cc(O)c(O)cc3c21 (stereo not drawn)
(13) COc1ccc2oc3c(C)c4c(c(C)c3c2c1)C(=O)N(O)C4=O

assay / entry	4	13
OVCAR-5	106	84
ACHN	78	100
OVCAR-8	86	109
RXF 393	99	101
CAKI-1	108	92
OVCAR-3	70	95
A498	107	112
OVCAR-4	81	99

Next entries.
(19) Nc1cc2c(O)cc(S(=O)(=O)O)cc2cc1S(=O)(=O)O
(20) C=C(C)[C@@H]1CC[C@]2(CN)CC[C@]3(C)[C@H](CC[C@@H]4[C@@]5(C)CCCNC(C)(C)[C@@H]5CC[C@]43C)[C@@H]12
(21) O=C1CC(=Nc2ccc([N+](=O)[O-])cc2)NN1c1c(Cl)cc(Cl)cc1Cl
(22) CC(=O)Oc1ccc(/C(=C(\C)c2ccccc2)c2ccc(OCCCN(C)C)cc2)cc1
(23) O=C(O)C1=CCCC1
(24) CS(=O)(=O)c1ccc(-c2nc3ccccc3n2CC(=O)NCN)cc1

assay / entry	19	20	21	22	23	24
OVCAR-5	91	-23*	96	95	125	102
ACHN	99&93	-92*	117	102	106	99
OVCAR-8	106&96	-60*	98	·	97	107
RXF 393	95&98	-87*	108	91	122	115
CAKI-1	95	-95*	98	94	99	87
OVCAR-3	117&124	-86*	96	89	108	101
A498	98&143	·	95	91	·	93
OVCAR-4	96&99	-71*	96	81	113	104

(25) CCCC(=O)NC(C)C(=O)Nc1ccccc1C(=O)OCC (stereo not drawn)
(26) CCn1c(Cc2ccccc2Nc2c(Cl)cccc2Cl)nnc1SCC(=O)Nc1cccc(OC)c1
(27) CC(C)N(C(=S)SSC(=S)N(C(C)C)C(C)C)C(C)C
(28) Nc1ccc(S(=O)(=O)Nc2ncc(O)cn2)cc1
(29) O=C(CCCCCCC(=O)Nc1ccc(-c2csc3c(=O)cc(N4CCOCC4)oc23)cc1)NO
(30) COc1cc(-c2nc(SC(C)C)nc(Nc3cccc(C)c3)c2C#N)cc(OC)c1OC

assay / entry	25	26	27	28	29	30
OVCAR-5	115	83	107	100	106	107
ACHN	99	89	98	111	102	103
OVCAR-8	100	90	111	95	83	94
RXF 393	108	90	120	98	93	127
CAKI-1	105	85	86	68	74	94
OVCAR-3	110	96	108	100	79	115
A498	95	41	98	78	78	102
OVCAR-4	100	79	79	110	88	107

(31) CC1=C2C(=C[C@@](C)(COCOCCCl)[C@@H]2O)C(=O)[C@](C)(O)C12CC2
(32) Cc1cccc2c(-c3ccccc3)c(Cc3ccccc3)[nH]c12
(33) CCC/C=C/C=N/NC(=S)NCc1ccccc1
(34) Oc1ccc(-c2nc3ccccc3s2)c(O)c1
(35) CC(C)Cc1csc(=S)[nH]1
(36) CN(C)N=Nc1nn(C(=O)Nc2ccc(Cc3ccccc3)cc2)c2cc(Cl)ccc12

assay / entry	31	32	33	34	35	36
OVCAR-5	-57*	105	101	156	102	103
ACHN	-48*	·	111	98	101	89
OVCAR-8	-38*	114	87	98	103	95
RXF 393	-78*	121	107	·	120	102
CAKI-1	-15*	·	89	94	100	85
OVCAR-3	-27*	105	93	78	108	116
A498	-32*	99	70	188	94	101
OVCAR-4	-49*	95	101	105	106	81

(37) O=c1[nH]c(=S)[nH]c2sc3c(c12)CCC1(C3)OCCO1
(38) Cc1nn(-c2ccccc2)c(Oc2c(Cl)cccc2Cl)c1/C=N/NC(=O)Cn1c(=O)sc2ccccc21
(39) CCCn1c(=O)c2c(nc(-c3cccc(OCCCCl)c3)n2Cc2ccccc2)n(CCC)c1=O
(40) CC(C)(C)c1ccc(N)cc1[N+](=O)[O-]
(41) CCOC(=O)CC1CCCCC1
(42) CCc1c(C)c2cc3c(c(C)c2oc1=O)OCC(=O)N3

assay / entry	37	38	39	40	41	42
OVCAR-5	97	86	79	107	93	78
ACHN	96	90	84	·	97	·
OVCAR-8	100	89	85	115	103	75
RXF 393	110	102	72	106	114	68
CAKI-1	89	42	77	·	93	·
OVCAR-3	100	96	83	102	107	74
A498	80	128	80	97	106	44
OVCAR-4	98	83	75	101	97	79

Next part:
cpd | mol | OVCAR-5 | ACHN | OVCAR-8 | RXF 393 | CAKI-1 | OVCAR-3 | A498 | OVCAR-4
43 | Cc1nnc2c3ccccc3c(=O)c3ccccc3n12 | 89 | 115 | 98 | 24 | · | 82 | 102 | 95
44 | Cc1ccc(S(=O)(=O)n2cc(/C=C3\C(=O)Nc4ccccc43)c3ccccc32)cc1 | 87 | 82 | 91 | 98 | 54 | 84 | 102 | 70
45 | N#C/C(=C/c1c(O)ccc2ccccc12)C(N)=O | 105 | 92 | 105 | 98 | 84 | 90 | 107 | 92
46 | CCOC(=O)CC1CSC(Nc2cccc(C(F)(F)F)c2)=N1 (stereo not drawn) | 101 | 107 | 97 | 111 | 103 | 109 | · | 106
47 | CCC(CC)CC1CN2CCc3cc(OC)c(OC)cc3C2CC1(O)CC (stereo not drawn) | 96 | 102 | 98 | 98 | 103 | 105 | 92 | 101
48 | N#C/C(=C\c1ccc(-c2ccc(Cl)cc2Cl)o1)C(=O)Nc1ncc(Cc2ccc(Cl)cc2)s1 | 100 | 95 | 101 | 103 | 92 | · | 112 | 110
49 | COc1ccc2c(O)c(/C=C3\N=Nc4ccccc43)oc2c1C[C@@H]1CCNC[C@H]1F | 68 | 61 | 0.2* | 80 | 65 | 94 | 58 | 65
50 | COc1ccc2c(c1)sc1nc(-c3ccccc3)c(-c3ccsc3)n12 | 52 | 54 | 31 | -13* | 28 | -52* | -7.5* | 63
51 | COc1ccc(/C=C2\Oc3cc(OCCN4CCCC4)ccc3C2=O)c(OC)c1OC | 106 | 102 | 102 | · | 97 | 101 | 91 | 97
52 | COc1cccc(-c2nc(Nc3ccccc3S(N)(=O)=O)c3ccccc3n2)c1 | 106 | 103 | 97 | 60 | 98 | 124 | 124 | 99
53 | CCCC1CCCCN1C(=O)OCC(C)C (stereo not drawn) | 102 | 100 | 105 | 119 | 90 | 112 | 108 | 113
54 | COC(=O)Cn1ccnc1[N+](=O)[O-] | 101 | 105 | 105 | 111 | 100 | 106 | 110 | 106

Gathered by group, those above containing a COOH group.
cpd | mol | OVCAR-5 | ACHN | OVCAR-8 | RXF 393 | CAKI-1 | OVCAR-3 | A498 | OVCAR-4
1 | Cc1ccccc1N1CCN(CCC(=O)O)CC1 | 103 | 111 | 102 | 112 | 99 | 122 | 106 | 114
23 | O=C(O)C1=CCCC1 | 125 | 106 | 97 | 122 | 99 | 108 | · | 113

Later entries.
cpd | mol | OVCAR-5 | ACHN | OVCAR-8 | RXF 393 | CAKI-1 | OVCAR-3 | A498 | OVCAR-4
55 | O=c1[nH]c(-c2ccccc2)nc2[nH]ccc12 | 114 | 100 | 96 | 95 | · | 102 | 100 | 106
56 | C=CCNS(=O)(=O)c1ccccc1 | 103 | 102 | 106 | 112 | 105 | 113 | 128 | 105
57 | O=C(Nc1nn(-c2c(Cl)cc(Cl)cc2Cl)nc1-c1ccccc1)c1ccccc1 | 72 | 93 | 98 | 98 | 74 | 103 | 102 | 91
58 | Nc1nc(=S)cc(Nc2cccc(Cl)c2)[nH]1 | 109 | 107 | 98 | 106 | · | 103 | 94 | 90
59 | N#C/C(=C\c1cccc([N+](=O)[O-])c1)C(=O)c1ccccc1 | 119 | 112 | 100 | 108 | 103 | 107 | 89 | 120
60 | CCCC(C)OCC(=O)O (stereo not drawn) | 108 | 102 | 97 | 96 | 98 | 108 | 103 | 85
61 | CC(CO)N1CCCCCC1 (stereo not drawn) | 99 | 104 | 100 | 99 | 84 | 110 | 97 | 102
62 | COc1cccc(N2C(=N)/C(=C3\Nc4ccccc4S3)CC2=O)c1 | · | 57 | 83 | 63 | 51 | 94 | 69 | 90
63 | O=C1[C@@H]2Cc3c([nH]c4ccccc34)[C@H](c3ccc(Cl)cc3)N2C(=O)CN1C1CCN(Cc2c(F)cccc2F)CC1 | 91 | 71 | 85 | · | 65 | 89 | 102 | 79
64 | CCCCOC(=O)C(C)OC(=O)c1cccc(C(=O)OC(C)C(=O)OCCCC)c1 (stereo not drawn) | 93 | 98 | 101 | 116 | 94 | 104 | 120 | 103
65 | CCOc1cccc(-c2nc(N)nc(Nc3ccccc3SSc3ccccc3Nc3nc(N)nc(-c4cccc(OCC)c4)n3)n2)c1 | 100 | 59 | 60 | 92 | 8.0* | 80 | · | 72
66 | CC(=O)NCCc1ccccc1 | 98 | 108 | 106 | 111 | 100 | 105 | 89 | 108

Continuation:
cpd | mol | OVCAR-5 | ACHN | OVCAR-8 | RXF 393 | CAKI-1 | OVCAR-3 | A498 | OVCAR-4
67 | CCOC(=O)/C(F)=C/C1CC1CCc1cccc(C(F)(F)F)c1 (stereo not drawn) | 100 | 100 | 104 | 129 | 89 | · | 94 | 107
68 | CCOC(=O)C(Cc1ccccc1)n1c(O)c(C=Nc2ccccc2)sc1=S (stereo not drawn) | 90 | 95 | 100 | 98 | 84 | 91 | · | 66
69 | Cc1c(O)c(=O)ccn1-c1ccc2scnc2c1 | 100 | 66 | 109 | 96 | · | 97 | 104 | 111
70 | CN1CCc2c(sc3ncnc(N/N=C/c4ccc(O)c(O)c4)c23)C1 | 96 | 88 | 64 | · | 92 | 90 | 99 | 71
71 | O=S(=O)(NCCCNc1nccc(-c2c(-c3ccc(F)c(O)c3)nc3occn23)n1)c1ccccc1 | 121 | 70 | 95 | 71 | 97 | 98 | 101 | 104
72 | Nc1cc(N)nc(SCC(=O)N2CCN(c3cc4c(cc3F)c(=O)c(C(=O)O)cn4C3CC3)CC2)n1 | 104 | 99 | 96 | 103 | 99 | 108 | 103 | 106
73 | O=C(/C=C\c1cccc([N+](=O)[O-])c1)/C=C/c1cccc([N+](=O)[O-])c1 | 90 | 90 | 81 | 80 | 94 | 68 | 90 | 96
74 | Cc1ccc(-c2cnc3sc4c(-c5ccccc5)n[nH]c(=O)c4n23)cc1 | 87 | 93 | 105 | 121 | 95 | 100 | · | 106
75 | C[C@@H]1CC[C@]2(C)[C@H](CC[C@@H]3O[C@@]32C)[C@@]1(C=O)CCc1ccoc1 | 98 | 103 | 106 | 100 | 92 | 111 | · | 100
76 | O/N=C1\C2CC=C(c3ccccc3)C1CCC2 (stereo not drawn) | 103 | 103 | 94 | 102 | 100 | 99 | 97 | 108
77 | CCCCCC(=O)OCCCC1CCCO1 (stereo not drawn) | 99 | 100 | 103 | 114 | 93 | 107 | · | 109

Assay outcomes as filed in PubChem.
